MrgX1 ag: agonists of human MrgX1 receptor, primary screen, HEK293 cells, Fluo-4 calcium flux; 0.44% of 310,000 active; AID 588627, 2011; Mas-related G-protein coupled receptor member X1 (Homo sapiens), Q96LB2; B-score at 10 µM; Fluo-4 calcium fluorescence, agonist mode; stronger effect = higher value;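 active = calcium response B-score plate-corrected fluorescence ratio at least 3 library SD, with starting fluorescence B-score inside 5 SD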
Target sequence (Q96LB2 whole entry, looked up): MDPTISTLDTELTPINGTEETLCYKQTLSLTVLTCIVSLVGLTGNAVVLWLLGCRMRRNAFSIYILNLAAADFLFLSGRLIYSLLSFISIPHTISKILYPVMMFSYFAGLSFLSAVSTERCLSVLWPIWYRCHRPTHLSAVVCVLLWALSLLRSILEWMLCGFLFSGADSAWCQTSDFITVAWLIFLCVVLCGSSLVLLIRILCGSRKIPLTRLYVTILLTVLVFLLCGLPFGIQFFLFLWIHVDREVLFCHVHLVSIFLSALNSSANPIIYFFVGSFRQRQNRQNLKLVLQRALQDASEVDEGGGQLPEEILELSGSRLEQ
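System: HEK293 cells stably expressing human MrgX1 receptor; Dosing: test compound in the initial addition of three; Schedule: overnight plating, then 30 min 37 °C plus 30 min room-temperature dye loading; Detection: kinetic calcium dye fluorescence, Fluo-4 NW; Controls: per-plate positive and negative controls for Z′ factor.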
TRPC6 act: mouse TRPC6 channel activators, primary screen, cell-based, HEK293, membrane potential dye | 0.13% of 310,000 active | B-score at 10 µM | HEK293-TRPC6 membrane potential dye fluorescence; stronger effect = higher value | Short transient receptor potential channel 6 (Mus musculus), Q61143 | AID 2550, 2010;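 active = B-score of the integrated fluorescence ratio above library mean plus 3 SD, and starting fluorescence ratio within library mean plus 5 SD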;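 also: higher score means more depolarization so channel activation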
HIF activator: HIF pathway transcriptional activators, primary screen, cell-based, U2OS HRE-luciferase, luminescence. AID 1910, 2009. U2OS HRE-luciferase reporter; normalized: DMSO 0%, desferrioxamine 100%. activation, % at 7.5 µM (by protocol). 0.32% of 300,000 active;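 active = mean activation of at least 10% of the iron chelator positive control signal, with at least half of replicates also reaching 10%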
MrgX1 PAM: positive allosteric modulators of MrgX1, primary screen, HEK293 cells, Fluo-4 calcium flux. 0.63% of 310,000 active. FDSS; stronger effect = higher value. B-score at 10 µM. Mas-related G-protein coupled receptor member X1 (Homo sapiens), Q96LB2;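 active = plate-corrected calcium response at least 3 library SD above typical, normal starting fluorescence, not activating the receptor alone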;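 also: compound read alongside a low EC10 to EC30 dose of BAM8-22 agonist; peak minus trough fluorescence over baseline measured at the second addition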
TRPC4 inh: inhibitors of mouse TRPC4 channel, primary screen, Fluo4 calcium, HEK293 TRPC4beta/mu-opioid cells; 0.39% of 300,000 active; B-score at 10 µM; DAMGO-evoked Fluo4 calcium flux; stronger effect = lower value;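 active = B-score over 3 SD under the library average, no early fluorescence shift, positive overall ratio signal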
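material = TRPC4beta/mu-opioid receptor HEK293 cell line | probe or stimulus = sequential submaximal and maximal DAMGO stimulation | compound dosing = one concentration per compound | measured by = Fluo4 Ca2+ flux fluorescence | evaluation = integrated fluorescence ratio relative to baseline, converted to per-well B score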
TRPC6 inhibitor: mouse TRPC6 channel inhibitors, primary screen, cell-based, HEK293, membrane potential dye; B-score at 10 µM; ACh-evoked depolarization; stronger effect = lower value; Short transient receptor potential channel 6 (Mus musculus), Q61143; 1.1% of 310,000 active; AID 2553, 2010;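 active = B-score under library mean minus 3 SD, initial fluorescence not abnormally high, positive integrated signal ratio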;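 also: B-score derived from integrated fluorescence ratio over the kinetic read; more negative B-score means stronger inhibition of depolarization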
RGS4 act: RGS4 potentiators or activators, primary screen, cell-based, HEK293 M3R inducible RGS4, calcium flux | carbachol calcium flux Fluo4; stronger effect = lower value | AID 463111, 2010 | B-score at 10 µM | 0.92% of 310,000 active;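 active = B-score of the integrated calcium signal more than 4 SD below the library mean, with starting fluorescence not abnormally high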;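 also: negative B-score means reduced calcium response which marks RGS4 activation or potentiation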
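System – HEK293 FlpIn-TREx cells, stable M3R, doxycycline-inducible RGS4 · Reagent – ECmax carbachol challenge · Times – compound preincubation 20 min at room temperature before agonist · Technique – Fluo4 fluorescence kinetic imaging of calcium · Measure – B score of integrated Fluo4 ratio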
Platelet DG rel: inhibitors of platelet dense granule secretion, primary screen, cell-based, MLPCN, human platelets | human platelet-rich plasma, SFLLRN dense granule ATP release, luminescence | inhibition, %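 (compounds screened at 7.5 µM in platelet-rich plasma)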 | 0.22% of 300,000 active | AID 1663, 2009;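 active = mean replicate score, as percent of positive control, at or above 50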
MrgX1 antagonist: antagonists of human MrgX1 receptor, primary screen, HEK293 cells, Fluo-4 calcium flux. BAM8-22 antagonism; stronger effect = lower value. B-score at 10 µM. 1.3% of 310,000 active. AID 588676, 2011;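 active = calcium-response B-score plate-corrected more than 3 library SD below zero, starting fluorescence within 5 deviations, no agonist response on first addition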;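 also: peak minus trough fluorescence over baseline after final BAM8-22 challenge near maximal dose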
SKKanGAS inh: S. pyogenes SKKanGAS growth inhibitors in kanamycin, primary screen, streptokinase expression inhibitor project, SKKanGAS strain, BacTiter-Glo luminescence; inhibition, % at 7.5 µM; 6 h; AID 1662, 2009; 1.3% of 300,000 active;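 active = mean replicate score, as percent of positive control median, at least 50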;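 also: strain carries kanamycin resistance gene driven by streptokinase promoter and grows in 40 µg/ml kanamycin; loss of luminescence reflects streptokinase promoter inhibition or plain growth inhibition; 0% = median of DMSO wells and 100% = positive control at its reference dose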
RGS4 block: RGS4 inhibitors, primary screen, cell-based, HEK293 M3R inducible RGS4, calcium flux; 0.45% of 310,000 active; AID 463165, 2010; Fluo-4 calcium flux; stronger effect = higher value; triggered by carbachol at its EC20; Regulator of G-protein signaling 4 (Homo sapiens), P49798; B-score at 10 µM;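 active = B-score, a plate-corrected calcium signal, over three deviations above library mean, with baseline fluorescence within five deviations of library mean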;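 also: RGS4 expression induced by doxycycline in cells with stable M3 receptor; B-score is computed from the integrated fluorescence ratio over baseline after carbachol; higher B-score means a larger calcium signal and so more RGS4 inhibition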
Target sequence (P49798 whole entry, looked up): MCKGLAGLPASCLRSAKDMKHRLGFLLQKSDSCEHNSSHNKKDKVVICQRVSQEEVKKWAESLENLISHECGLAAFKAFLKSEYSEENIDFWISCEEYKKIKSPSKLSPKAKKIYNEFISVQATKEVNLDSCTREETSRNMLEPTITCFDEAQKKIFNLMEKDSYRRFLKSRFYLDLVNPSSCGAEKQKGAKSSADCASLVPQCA
* = called active by the depositor; i = inactive; . = no result given.

SMILES	MrgX1 ag	TRPC6 act	HIF activator	MrgX1 PAM	TRPC4 inh	TRPC6 inhibitor	RGS4 act	Platelet DG rel	MrgX1 antagonist	SKKanGAS inh	RGS4 block
COc1cccc(N/C(=N/C(=S)Nc2ccc(C)cc2C)Nc2nc(C)cc(C)n2)c1	i	i	1.2	i	i	i	i	2.9	i	3.4	i
Cc1ccc(S(=O)(=O)N2CCOCC2)cc1NC(=O)COC(=O)CCn1c(C)csc1=O	i	i	-0.7	i	i	i	i	-5.0	i	-1.2	i
O=C(COc1ccccc1Cl)Nc1ccc(C(=O)c2ccc(C(=O)O)cc2)cc1	i	i	-0.2	i	i	i	i	-4.6	i	37.5	i
CC(C)Oc1cccc(C(=O)C2CCCN(C(=O)c3cc(C(F)(F)F)[nH]n3)C2)c1 (configuration not stated)	i	i	0.8	i	i	i	i	-2.2	i	1.8	i
O=[N+]([O-])c1ccc(C2CNC(c3ccccc3)O2)cc1 (configuration not stated)	i	i	-0.3	i	i	i	i	6.6	i	-6.6	i
CC(NC(=O)OCc1ccccc1)C(=O)Oc1cc2oc(=O)cc(-c3ccccc3)c2cc1Cl (configuration not stated)	i	i	0.5	i	i	i	i	6.3	i	10.1	i
CCC[C@@H]1C[C@@]1(CCC)[C@@H](NC(=O)c1ccccc1)c1ccc(C(=O)OC)cc1	i	i	1.1	i	i	i	i	-1.2	i	12.8	i
COc1ccc(NC2CCCN(C(=O)c3ccc(OC)cc3OC)C2)cc1 (configuration not stated)	i	i	-0.3	i	i	i	i	-3.1	i	0.9	i
C=CCn1c(SCC(=O)NC2CCCc3ccccc32)nnc1-c1ccncc1 (configuration not stated)	i	i	0.3	i	i	i	i	-4.1	i	8.9	i
Cc1sc(NC(=O)CN(Cc2ccccc2)C(=O)C2CC2)c(C(N)=O)c1C	i	i	0.3	i	i	i	i	-9.8	i	-13.7	i
Cc1c(C(=O)N(C)Cc2ccccc2)oc2ccc(S(=O)(=O)N3CCCC3)cc12	i	i	-0.7	i	i	i	i	1.0	i	5.1	i
Cc1c([N+](=O)[O-])nnn1-c1cc(Cl)cc(Cl)c1	i	i	-0.6	i	i	i	i	0.3	i	40.1	i
CCCc1cc(=O)oc2cc(OCc3ccc(OC)cc3)c(Cl)cc12	i	i	-0.2	i	i	i	i	6.2	i	2.3	i
CCN(c1ccccc1)S(=O)(=O)c1ccc(OC)c(NC(=O)COc2ccc(C(C)=O)cc2)c1	i	i	0.2	i	i	i	i	24.0	i	.	i
CC(C)(C)c1nnc(N/N=C/c2ccccc2O)n(N)c1=O	i	i	-0.2	i	i	i	i	15.0	i	24.3	i
CC(C)N(Cc1nc(-c2ccc(Cl)cc2)no1)C(=O)CCC1CCCC1	i	i	0.0	i	i	i	i	-1.3	i	19.6	i
NNC(=S)Nc1ccc(C(F)(F)F)cc1Cl	i	i	-0.5	i	i	i	i	0.6	i	60.5*	i
Cc1ccc2[nH]c3c(N4CCc5ccccc5C4)ncnc3c2c1	i	i	3.5	i	i	i	i	0.5	i	34.2	i
CCOC(=O)c1sc(=NC(=O)CCS(=O)(=O)c2ccccc2)n(C)c1C	i	i	-1.2	i	i	i	i	-6.7	-5.66*	-4.8	i
CCN1CCN(C(c2cccs2)C(C)NC(=O)c2cccnc2)CC1 (configuration not stated)	i	i	0.0	i	i	i	i	7.0	i	7.4	i
CCOC(=O)c1c(O)c2c(n(Cc3ccco3)c1=O)CCCC2	i	i	0.0	i	i	i	i	-2.3	i	1.0	i
COc1ccc(CCNC(=O)c2cc3c(cc2Cl)N2CCCCCC2=NS3(=O)=O)cc1	i	i	-0.1	i	i	i	i	-2.7	i	-3.2	i
Cc1cc(C)cc(NC(=O)CN2CCC(C(=O)c3ccccc3)CC2)c1	i	i	0.2	i	i	i	i	-0.5	i	1.0	i
CCOc1ccc(C(=O)NCC(C)NC(=O)c2ccc(OCC)cc2)cc1 (configuration not stated)	i	i	-0.8	i	i	i	i	0.8	i	0.4	i
Cc1cc2oc(=O)cc(C)c2cc1NC(=O)CCC(=O)O	i	i	.	i	i	i	i	-9.9	i	-11.0	i
COC(=O)CCCCCN1C(=O)NC(c2ccc(-c3ccccc3)cc2)C(C(=O)OCc2ccccc2)=C1C (configuration not stated)	i	i	-2.3	i	i	i	i	-1.0	i	33.6	i
CCc1ccc(OCC(=O)Nc2cccc3nsnc23)cc1	i	i	0.2	i	i	i	i	4.8	i	-8.7	i
COc1cccc(OC(=O)CSc2nnc(-c3ccccc3Br)o2)c1	i	i	-0.6	i	i	i	i	17.3	i	-2.7	i
CCCn1cc(SCC(=O)Nc2ccc3c(c2)OCO3)c2ccccc21	i	i	-0.2	i	i	i	i	9.5	i	-2.1	i
c1ccc2c(N3CCCCC3)nc(N3CCOCC3)nc2c1	i	i	-0.3	i	-9*	i	i	5.1	i	-3.5	i
CCOc1ccc(NC(=O)CSc2nnc(C(C)C)n2CC)cc1	i	i	0.3	i	i	i	i	-2.3	i	0.5	i
CCOc1ccccc1C(=O)N[C@H](C(=O)OCc1cc(=O)oc2cc(C)ccc12)C(C)C	i	i	0.0	i	i	i	i	7.0	i	16.9	i
Cc1cc(C)cc(NS(=O)(=O)c2ccc(F)cc2)c1	i	i	-0.2	i	i	i	i	4.2	i	1.6	i
Cc1cccc(NC(=S)NC(=O)c2ccc(Br)o2)c1	i	i	0.9	i	i	i	i	-0.2	i	11.3	i
O=C(NCCO)C(=O)c1c(-c2ccc(Cl)cc2)cc2ccccn12	i	i	-0.2	i	i	i	i	12.9	i	-6.6	i
COc1ccc(NC2CCCN(C(=O)c3cc(C)nc4cc(F)ccc34)C2)cc1 (configuration not stated)	i	i	-0.8	i	i	i	i	1.3	i	-4.3	i

Part of the list above in order of formula weight, largest number first.
SMILES	MrgX1 ag	TRPC6 act	HIF activator	MrgX1 PAM	TRPC4 inh	TRPC6 inhibitor	RGS4 act	Platelet DG rel	MrgX1 antagonist	SKKanGAS inh	RGS4 block
CCOc1ccccc1C(=O)N[C@H](C(=O)OCc1cc(=O)oc2cc(C)ccc12)C(C)C	i	i	0.0	i	i	i	i	7.0	i	16.9	i
COc1cccc(OC(=O)CSc2nnc(-c3ccccc3Br)o2)c1	i	i	-0.6	i	i	i	i	17.3	i	-2.7	i
COc1ccc(NC2CCCN(C(=O)c3cc(C)nc4cc(F)ccc34)C2)cc1 (configuration not stated)	i	i	-0.8	i	i	i	i	1.3	i	-4.3	i
CCOc1ccc(C(=O)NCC(C)NC(=O)c2ccc(OCC)cc2)cc1 (configuration not stated)	i	i	-0.8	i	i	i	i	0.8	i	0.4	i
CCCn1cc(SCC(=O)Nc2ccc3c(c2)OCO3)c2ccccc21	i	i	-0.2	i	i	i	i	9.5	i	-2.1	i
Cc1cc(C)cc(NC(=O)CN2CCC(C(=O)c3ccccc3)CC2)c1	i	i	0.2	i	i	i	i	-0.5	i	1.0	i
CCOc1ccc(NC(=O)CSc2nnc(C(C)C)n2CC)cc1	i	i	0.3	i	i	i	i	-2.3	i	0.5	i
O=C(NCCO)C(=O)c1c(-c2ccc(Cl)cc2)cc2ccccn12	i	i	-0.2	i	i	i	i	12.9	i	-6.6	i
CCc1ccc(OCC(=O)Nc2cccc3nsnc23)cc1	i	i	0.2	i	i	i	i	4.8	i	-8.7	i
c1ccc2c(N3CCCCC3)nc(N3CCOCC3)nc2c1	i	i	-0.3	i	-9*	i	i	5.1	i	-3.5	i
Cc1cc(C)cc(NS(=O)(=O)c2ccc(F)cc2)c1	i	i	-0.2	i	i	i	i	4.2	i	1.6	i

Continuation:
SMILES	MrgX1 ag	TRPC6 act	HIF activator	MrgX1 PAM	TRPC4 inh	TRPC6 inhibitor	RGS4 act	Platelet DG rel	MrgX1 antagonist	SKKanGAS inh	RGS4 block
CC(C)(C)NC(=O)CCN(/N=C/c1ccccc1O)C1=NS(=O)(=O)c2ccccc21	i	i	0.1	i	i	i	i	-5.4	i	6.8	i
CCN(CC)S(=O)(=O)c1cc(C(=O)OCC(=O)Nc2cccc(Br)c2)ccc1F	i	i	0.2	i	i	i	i	1.1	i	1.3	i
CN(C)NC(=S)NC(=O)C12CC3CC(CC(C3)C1)C2	i	i	0.0	i	i	i	i	-3.2	i	-6.3	i
CCCCOc1cccc(OCCCC)c1C(=O)Nc1cc(C)on1	i	i	-0.4	i	i	i	i	4.3	i	2.3	i
O=C(CSc1nnc(Cc2cc(=O)[nH]c(=O)[nH]2)n1-c1ccc(F)cc1)NC1CCCC1	i	i	-0.6	i	i	i	i	-9.5	i	4.9	i
Cc1nc([N+](=O)[O-])cn1CC(O)c1ccc(-c2ccccc2)cc1 (configuration not stated)	i	i	-0.3	i	i	i	i	-10.8	i	-1.0	i
CCCCC(=O)Nc1cccc(-c2nc3ncccc3o2)c1C	i	i	-28.7	i	i	i	i	-7.3	i	-1.4	i
CCC(C)N(C(=O)c1csnn1)C(C(=O)NC1CCCC1)c1ccc(F)cc1 (configuration not stated)	i	i	-1.8	i	i	i	i	.	i	-1.6	i
CC1=CC(C)(C)C(C(=O)O)C(C(=O)O)C1 (configuration not stated)	i	i	0.0	i	i	i	i	-0.1	i	-2.8	i
CCCc1cc(C(=O)Nc2sc3c(c2C#N)CCC3)no1	i	i	0.9	i	i	i	i	-12.1	i	6.9	i

Screening data: PubChem, several laboratories
